High-throughput results: PubChem, National Center for Advancing Translational Sciences (NCATS)
CHX counter: affects cycloheximide protein synthesis inhibition readout, counter-screen; AID 2314; max response, %; cell reporter, cycloheximide protein synthesis inhibition counterscreen; hit rate 12% among 300,000; in the data active means max response mostly above about 13%, no sharp cut-off; inactive means mostly below about 14%; further: read at 38.3 µM for the half of the compounds with a filed dose; 0% is about no effect
Giardia FBPA inh: Giardia lamblia aldolase inhibition; A8B2U2; purified Giardia FBPA; Potency, µM (highest dose often 59.6 µM), without a hit: top-dose activity, negative = inhibition, usual class: inhibitors; hit rate 0.71% among 290,000; AID 2451; further: potency means the concentration at half of the fitted maximal effect; on the % scale 0 is the no-effect control and ±100 the full control effect; nearly all actives have a fitted effect of over 55% in size
Target sequence (A8B2U2 whole entry, looked up): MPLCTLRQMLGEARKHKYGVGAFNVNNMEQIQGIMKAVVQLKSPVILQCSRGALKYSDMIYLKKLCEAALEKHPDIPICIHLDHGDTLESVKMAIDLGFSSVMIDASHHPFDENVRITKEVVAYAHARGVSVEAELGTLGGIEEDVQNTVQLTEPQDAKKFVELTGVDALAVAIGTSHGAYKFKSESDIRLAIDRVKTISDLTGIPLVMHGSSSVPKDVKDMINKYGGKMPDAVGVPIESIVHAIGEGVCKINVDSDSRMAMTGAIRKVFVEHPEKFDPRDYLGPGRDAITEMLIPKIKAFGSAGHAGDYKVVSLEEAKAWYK
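Giardia FBPA (40 nM reagent) was preincubated 10 min at RT with compound (up to 57.5 uM final), then substrate plus GAPDH/TPI/NAD/arsenate coupling system with diaphorase/resazurin was added; resorufin fluorescence (525/598 nm) was read after 20 min.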
HCMV antiviral: human cytomegalovirus inhibition. HFF cells, HCMV-luciferase reporter, 72 h; hits give low values. activity change, negative = inhibition, % at 57.5 µM. hit rate 4.5% among 410,000. AID 1259415; in the data active means activity change below about -60%; inconclusive means no clear call, values can overlap the other calls; inactive means above about -39%; further: on the % scale 0 is the no-effect control and ±100 the full control effect
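Steps: HFFs plated, 16 h 37C; compounds added; HCMV-luciferase added to MOI 1 PFU/cell; 72 h 37C; OneGlo reagent, 5 min room temperature; luminescence read, normalized to controls.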
AmpC inh detg: AmpC beta-lactamase inhibition with detergent present; AmpC hydrolysis of nitrocefin, absorbance 480 nm, 0.01% Triton; hit rate 0.041% among 370,000; Potency, µM (highest dose often 114 µM), for the others: top-dose activity change, negative = inhibition, hits mostly inhibitors; AID 485294; P00811;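 further: potency means the concentration at half of the fitted maximal effect; 0% = no-compound wells and -100% = no-enzyme wells; nearly all actives have a fitted effect of over 25% in size; some results filed as inactive show a strong effect at the top dose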
Target sequence (P00811 whole entry, looked up): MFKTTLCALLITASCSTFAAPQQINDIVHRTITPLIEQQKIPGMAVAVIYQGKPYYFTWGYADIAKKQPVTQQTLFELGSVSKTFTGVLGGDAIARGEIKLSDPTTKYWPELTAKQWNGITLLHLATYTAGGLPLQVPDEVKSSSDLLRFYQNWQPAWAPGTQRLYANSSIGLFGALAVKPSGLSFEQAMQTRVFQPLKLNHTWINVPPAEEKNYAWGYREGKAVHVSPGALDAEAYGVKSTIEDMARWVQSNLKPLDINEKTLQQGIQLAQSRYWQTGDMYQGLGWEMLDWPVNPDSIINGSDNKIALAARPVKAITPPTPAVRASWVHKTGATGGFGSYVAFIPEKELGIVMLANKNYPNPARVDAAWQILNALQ
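AmpC (5.3 nM in the dispensed reagent) in 20 mM phosphate pH 7.0 with 0.01% (detergent screen) or 0.0001% Triton X-100 was preincubated with compounds for 15 min at room temperature. Nitrocefin was then added from an 800 uM solution, and hydrolysis was followed at 480 nm.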
AmpC inh no detg: inhibitors of E. coli AmpC beta-lactamase without detergent; AmpC nitrocefin hydrolysis, absorbance 480 nm, 0.0001% Triton; Potency, µM (titrated, usually from 57.1 µM), without a hit: top-dose activity change, negative = inhibition, hits mostly inhibitors; hit rate 0.52% among 330,000; AID 485341;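 further: potency means the concentration at half of the fitted maximal effect; plate controls were no compound for no effect and no enzyme for full effect; nearly all actives have a fitted effect of over 20% in size; some results filed as inactive show a strong effect at the top dose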
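20 mM phosphate pH 7.0 + 0.01% (detergent screen) or 0.0001% Triton X-100; 5.3 nM AmpC reagent; cpd preinc 15 min RT; nitrocefin (800 uM stock) to start; A480 q20 s × 4 min; Activity was normalised to no-enzyme and no-compound control wells.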
Shiga toxin inh: Shiga toxin inhibition; Vero cells, Shiga toxin protein synthesis inhibition reporter; inhibition, % at 38.7 µM; hit rate 9.2% among 290,000; AID 2315; in the data active means inhibition mostly above about 28%, no sharp cut-off; inactive means mostly below about 43%; further: 0% is about no effect
AMA1 RON2 block: inhibitors of Plasmodium falciparum AMA1-RON2 interaction. Potency, µM (titrated, usually from 58.2 µM), for the others: at the top dose activity change, negative = inhibition, hits mostly inhibitors. hit rate 0.2% among 360,000. AlphaScreen AMA1-biotinylated RON2 peptide binding. AID 720542;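 further: potency means the concentration at half of the fitted maximal effect; 0% = vehicle wells and -100% = peptide control; nearly all actives have a fitted effect of over 45% in size; some results filed as inactive show a strong effect at the top dose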
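AMA1 (3D7) with his tag at 25 nM final met compounds first, then biotinylated RON2 peptide at 25 nM; detection used donor plus acceptor beads, 10 µg/mL apiece, read by AlphaScreen after 30 min at room temperature.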
* marks the source's active call; other numbers are inactive results; ? = inconclusive; nt = no result given; & = joins results of further samples; [ ] = remark or other dose. Unless noted, the call rests on the fitted dose curve; in most records, active means well fitted curve in the direction sought with a large enough effect; inconclusive means small, poorly fitted or top-dose-only effect, or another doubt; inactive means no such curve, though single readings can be large; an effect the other way counts as inactive or inconclusive. No enrichment for hits. About 16% of those tested had a hit in this group.

SMILES	CHX counter	Giardia FBPA inh	HCMV antiviral	AmpC inh detg	AmpC inh no detg	Shiga toxin inh	AMA1 RON2 block
CN(C)c1ccc(NC(=O)CN2CCN(CC(=O)Nc3ccc(F)cc3)CC2)cc1	19*	-7%	75	1%	3%	11	-11%
CCOC(=O)CSc1nnc(C2CCCCC2)n1C	7	5%	30	?	-6%	-3	-8%
O=C(CSc1n[nH]c(-c2cccnc2)n1)Nc1ccnc2ccccc12	-7	-26%	24	?	-24%	-11	-7%
O=C(NC1=NCCS1)c1cc(-c2cccc(Br)c2)nc2ccccc12	20*	7%	-14	-9%	-21%	22	22%
O=C1C(Cc2ccccc2)Nc2ncnc(N3CCOCC3)c2N1Cc1ccc(Cl)cc1 (stereo not given)	nt	nt	?	0%	-4%	nt	10%&14%
CS(=O)(=O)c1ccc(C(=O)NC(Cc2ccccc2)c2ccccc2)cc1 (stereo not given)	0	-1%	15	0%	-2%	-5	0%
O=C(O)c1ccc2c(c1)C(=O)/C(=C\c1ccco1)C2=O	-2	?	2	4%	-22%	6	-25%
O=C(c1ccccc1)c1cc2cc(Cl)ccc2[nH]1	32*	2%	-10	-10%	-31%	40*	-7%
Cn1cc(C(=O)Nc2ccc(F)c(F)c2)cn1	0	-2%	23	2%	-15%	18	15%
O=C(/C=C/c1ccc(Br)cc1)NC(=O)c1ccccc1O	32*	0%	-102*	-3%	?	46	-4%
CN(C)c1cccc(C(=O)OCC(=O)N2CCc3ccccc3C2)c1	20	0%	?	3%	20%	60	-13%
O=C(COc1ccc([N+](=O)[O-])cc1)Nc1nc(-c2ccccn2)cs1	nt	nt	-71*	0%	-12%	nt	31%[activator]
C/C(=C1/SC(N2CC(C)OC(C)C2)=NC1=O)c1ccccc1 (stereo not given)	-4	-2%	-3	-7%	152%	-8	-6%
O=C(NN=Cc1cc(Br)c(O)c(Br)c1)c1ccccc1NS(=O)(=O)c1cccs1	nt	nt	-16	nt	-33%	nt	63%[activator]
COc1cccc(/C=N/NC(=O)c2c(C)nc3ccc(Cl)cn23)c1O	-1	-19%	-99*	-3%	-2%	6	-12%
CC(Sc1ncnc2c1cnn2-c1ccccc1)C(=O)NCC1CCCO1 (stereo not given)	20*	nt	-3	2%	53%	64	3%
O=C(O)c1cc2c(ccc3ccccc32)o1	14	0%	1	-6%	-18%	5	-3%
Cc1cccc(C)c1OC(=O)CSc1nnc(-c2ccccc2)o1	-3	0%	18	?	-20%	-2	3%
CC1(C)CC2(CCO1)OC(=O)CC2C(=O)Nc1ccc(Br)cc1 (stereo not given)	1	4%	-34	6%	-13%	-14	4%
Cn1c(=O)c2c(ncn2CC(=O)N2CCN(c3cccc(Cl)c3)CC2)n(C)c1=O	-2	4%	12	-14%	27%	-14	25%
O=C(COc1ccccc1)Nc1cccc2nsnc12	66*	-7%	50	-7%	-2%	35	20%
COc1ccc(S(=O)(=O)Nc2cc3c(cc2C(C)=O)OCO3)cc1	-1	4%	-26	-2%	39%	-7	-3%
COC(=O)CSc1nc(N2CCOCC2)c2c(c1C#N)CC(C)(C)OC2	3	-1%	70	12%	68%[activator]	-6	4%
COc1ccc(C(=O)Oc2ccc3oc(=O)sc3c2)cc1	3	1%	-32	1%	-30%	7	16%
CCOc1cc(/C=C/C(=O)OCC(=O)NCc2ccco2)cc(Cl)c1OC	nt	nt	-25	?	-3%	nt	-17%

Reprinted from the part before: 2 entries; new compounds follow.
SMILES	CHX counter	Giardia FBPA inh	HCMV antiviral	AmpC inh detg	AmpC inh no detg	Shiga toxin inh	AMA1 RON2 block
COc1ccc(C(=O)Oc2ccc3oc(=O)sc3c2)cc1	3	1%	-32	1%	-30%	7	16%
CCOc1cc(/C=C/C(=O)OCC(=O)NCc2ccco2)cc(Cl)c1OC	nt	nt	-25	?	-3%	nt	-17%
O=C(O)CSc1nccc2ccccc12	2	7%	-16	-2%	-11%	10	-9%
CCOC(=O)C1CCCN(C(=O)c2cc3c(OC)c(OC)c(OC)cc3[nH]2)C1 (stereo not given)	-1	-4%	1	-1%	55%	3	0%
O=C(C[n+]1cc(-c2ccc(F)cc2)n2c1CCC2)OCc1ccccc1	3	7%	32	-1%	-7%	-3	-1%
CC(=O)c1ccc(N2C(=NC(=O)C3CCCO3)SC3CS(=O)(=O)CC32)cc1 (stereo not given)	-2	-1%	-1	2%	-5%	-8	4%
Cc1cc(N2CCN(c3ccc(C(F)(F)F)cc3[N+](=O)[O-])CC2)c2ccccc2n1	-3	-1%	-29	3%	130%[activator]	-2	-28%
Cc1cc(C)n(-c2nc3sc4c(c3c(=O)[nH]2)CCCC4)n1	8	15%	nt	0%	-17%	-3	nt
CC(OC(=O)CSc1ccc([N+](=O)[O-])cc1)C(=O)NCc1ccco1 (stereo not given)	nt	nt	-12	0%	-21%	nt	2%
COc1ccc(C(=O)OCc2csc(C)n2)c(O)c1	42*	0%	-1	?	-19%	61*	13%
CCOC(=O)CNC(=O)c1ccc(SCC)cc1	37*	3%	19	-1%	64%[activator]	83*	-22%
CCOC(=O)N1CCN(C(=O)C(CC(C)C)NC(=O)C2CCCCC2)CC1 (stereo not given)	-4	-2%	-16	1%	6%	-13	-5%
O=C(O)/C=C/c1cn(-c2ncc(C(F)(F)F)cc2Cl)c2ccccc12	-1	6%	-9	4%	-25%	-11	-3%
O=C(NC(=S)N1CCN(C/C=C/c2ccccc2)CC1)c1ccc(Cl)nc1	-1	7.9µM*	-14	-6%	-3%	-10	95%[activator]
Cc1cc(C(=O)OCC(=O)Nc2cc(S(=O)(=O)N(C)C)ccc2C)c(C)o1	2	3%	-16	-2%	-16%	16	nt
O=C(C[C@@H]1C/C=C\C[C@@H](Cc2ccc(F)cc2)C(=O)OC[C@@H]2CCCN2C1=O)NCCO	nt	nt	-5	nt	110%[activator]	nt	-10%
CCc1nnc(NC(=O)c2cc(-c3ccco3)nc3ccccc23)s1	22	-1%	58	-19%	?	4	?
COc1ccc2oc(=O)c(C(=O)N3CCN(c4ccccc4F)CC3)cc2c1	-3	9%	-3	?	29%	-1	-22%
COc1ccccc1C/C(N)=N/OC(=O)COc1ccccc1C	14	-2%	-36	-8%	-17%	38	26%
Fc1ccc(/C=N/Nc2nc3ccccc3[nH]2)cc1F	36*	-1%	36	3%	-17%	118*	56%[activator]
CC(C)CCOC(=O)C1C(c2ccccc2)C(C(=O)O)C1c1ccccc1 (stereo not given)	1	20%	8	-8%	-16%	-3	-1%
Cc1ccc(CN2CCC(n3nccc3NC(=O)CCOc3ccccc3)CC2)cc1C	-3	nt	-32	-1%	84%[activator]	-20	-11%
Cc1cc(=O)oc2n[nH]c(-c3ccccc3)c12	-1	3%	-4	-11%	-9%	15	3%
O=C(NNc1cc(Br)c(O)c(Br)c1)c1ccccc1	6	?	?	-9%	-29%	-8	-11%
Cc1ccccc1NC(=O)C(=O)Nc1ccccc1C	23*	8%	49	-3%	-12%	49*	-3%
O=C1N/C(=C/c2ccc(N3CCOCC3)o2)C(=O)N1c1ccccc1	20*	?	50	0%	10%	14	20%
Cc1cc(C)c(OCC(=O)OCC(=O)N2CCCc3ccccc32)c(C)c1	nt	nt	3	?	5%	nt	0%
Next section.
SMILES	CHX counter	Giardia FBPA inh	HCMV antiviral	AmpC inh detg	AmpC inh no detg	Shiga toxin inh	AMA1 RON2 block
CCCn1c(C)cc(C(=O)CSc2nc3nc(C)cc(C)n3n2)c1C	-2	-1%	-21	-6%	17%	-4	-11%
COC(=O)[C@H](CCSC)NC(=O)[C@@H](Cc1cnc[nH]1)NC(=O)OCc1ccccc1	-6	1%	nt	0%	-3%	-8	68%[activator]
O=C1CCN(Cc2ccccc2)CCN1CCO	-5	-7%	?	4%	-16%	-2	16%
COc1ccc(N2CCC(CNC(=S)Nc3cc(C)ccc3C)C2)cc1 (stereo not given)	-7	-14%	-36	5%	-30%	-3	?
C/C(=N/OC(=O)c1ccc(C)cc1)C(=O)c1ccc(Br)cc1	1	0%	26	-8%	-11%	-12	15%
Cc1cc(SCC(=O)N/N=C/c2cccnc2)nc2c(C)cccc12	1	8%	-11	3%	-18%	-3	54%[activator]
CCCOc1cccc(C(=O)NCCNC(=O)c2ccc(C)nc2)c1	-2	8%	-18	0%	1%	12	0%
Cc1ccc(C)c(S(=O)(=O)NCCCc2ccccc2)c1	7	-4%	5	0%	-25%	-2	-18%
CS(=O)(=O)c1ccc(-c2cccc(NC(=O)c3ccc(Br)o3)c2)nn1	nt	nt	-25	-24%	-9%	nt	-26%
O=C(CN1C(=O)C2C3CC(C(Br)C3Br)C2C1=O)Nc1ccc(C(=O)O)cc1 (stereo not given)	1	4%	-21	6%	-24%	1	0%
COc1ccc(-c2nn(-c3ccccc3)cc2/C=C2/SC(=S)N(CCC(=O)O)C2=O)c(C)c1	-3	4%	-21	9%	-15%	-15	-11%
COc1ccc(NC(=O)/C(N=Nc2ccc(Cl)c(S(=O)(=O)Nc3ccc(Cl)cc3)c2)=C(\C)O)cc1	nt	nt	7	nt	-15%	nt	4%
COc1ccc([N+](=O)[O-])cc1NC(=O)CC1SC(=Nc2cccc(C)c2C)N(/N=C/c2cccc(OC)c2OC)C1=O (stereo not given)	-4	-5%	-11&24	6%	-22%	-6	20%&53%
CCCOc1ccc(NC(=O)CC2C(=O)N(c3ccc(OCC)cc3)C(=S)N2C2CC2)cc1 (stereo not given)	-1	1%	?	?	6%	2	-10%
COc1ccc(CCNC(=O)C2CCCN2S(=O)(=O)c2cccc3nsnc23)cc1OC (stereo not given)	-1	nt	-39	0%	19%	-4	-7%
S=C(Nc1cccc2ccccc12)NN1CCOCC1	12	?	57	-12%	-17%	33	-1%
CC(=O)c1c(C)[nH]c(C(=O)Nc2ccc(S(=O)(=O)N(C)C)cc2)c1C	3	-2%	29	4%	-38%	9	0%
COc1ccccc1NC(=O)C1=C(C)NC(=O)NC1c1ccco1 (stereo not given)	1	0%	20	-4%	4%	-1	-4%
Cc1cc(/C=C2\SC(=O)N(CC(=O)Nc3ccccc3F)C2=O)c(C)n1C	-2	-4%	-28	4%	2%	-8	-8%
O=C(CC1COc2ccccc2O1)NCCc1ccccc1 (stereo not given)	52*	nt	2	1%	-3%	64*	4%
Cc1cc(-c2csc(NC(=O)c3ccccc3C(F)(F)F)n2)c(C)n1Cc1ccccc1	-4	-8%	11	-2%	-29%	-5	17%
O=C(/C=C/c1cccc(C(F)(F)F)c1)Nc1cccc(C(F)(F)F)c1	-2	-7%	-99*	5%	-48%	19	36%[activator]
CC(C)OCc1ccc(C(=O)N2CCN(CC(=O)N3CCCC3)CC2)cc1	nt	nt	-11	nt	60%[activator]	nt	18%
O=C(CN1C(=O)c2ccccc2C1=O)c1ccc(F)cc1	26*	-5%	40	-10%	-9%	49	7%
O=C1CCC([N+](=O)[O-])C(c2ccc(Cl)c([N+](=O)[O-])c2)N1 (stereo not given)	-3	3%	-20	?	-21%	2	3%
